Screening data (PubChem)
ERK EGF block = blocks ERK signaling stimulated by EGF. HEK293-V1b, EGF-stimulated phospho-ERK AlphaScreen. Potency, µM (doses to about 11.5 µM), without a hit: top-dose activity change, negative = inhibition, most hits filed as inhibitors. actives 0.41% (n = 130,000); active = well fitted inhibition curve with a large enough effect; inconclusive = small, poorly fitted or top-dose-only effect, or effect the other way;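 note: plate controls were stimulated vehicle wells for no effect and unstimulated vehicle basal for full effect; nearly all actives have a fitted effect of over 55% in size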
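Phospho-ERK1/2 measured by AlphaScreen (SureFire) after 5 min 25 nM EGF stimulation of V1b-expressing HEK293 cells preincubated 30 min at 37C with titrated compounds; data scaled to DMSO and EGF controls, Hill-fitted AC50.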
The depositor's hits bear a star; ? = inconclusive; [ ] = dose if it differs, or a comment. Potency is the fitted concentration of half-maximal effect.

SMILES	ERK EGF block
CN1CCN(NC(=O)C2CC2)CC1	3%
O=c1oc2ccccc2n1Cc1cccc(Cl)c1	-4%[57.5 µM]
O=C(NCc1ccncc1)c1cc(F)c(F)cc1Cl	-5%
Cc1c(C=O)c(Cl)n(C)c(=O)c1C#N	9%
CCN(CC)c1ccc(N2C(=O)CSC2=S)cc1	-1%
O=C(CN1C(=O)/C(=C/c2ccccc2)SC1=S)NNC(=O)c1ccccc1O	14µM*
Cc1cc(C)n(C(=O)Cn2nc([N+](=O)[O-])c(Br)c2C)n1	3%
Cc1ccccc1OCC(=O)N/N=C/C=C/c1ccccc1	-2%
CCCC12CN(C(=O)c3ccc([N+](=O)[O-])cc3)CC(C)(CN(C(=O)c3ccc([N+](=O)[O-])cc3)C1)C2=O	3%[57.5 µM]
Cc1cc(C)nc(SCc2cc(=O)c(OC(=O)c3cc([N+](=O)[O-])ccc3Cl)co2)n1	4%
COc1ccc(/C=C/C(=O)c2ccc(NS(=O)(=O)c3ccc(C)cc3)cc2)cc1O	-4%
CN(C)/C=N/c1sc2c(c1C#N)CC(C)(C)NC2(C)C	-2%
COc1cccc(NC(=O)c2ccc(C(=O)c3ccccc3)o2)c1	-6%
COc1cc(OC)cc(C(=O)NCC(=O)OCC(=O)Nc2cc(S(C)(=O)=O)ccc2Cl)c1	-3%[57.5 µM]
NC(=O)C1CC(=O)N(c2ccc(OCc3c(F)cccc3Cl)cc2)C1 (centres undefined)	8%
CN(CCC1CCOCC1)Cc1nc(Cc2ccccc2F)no1	10%
N#Cc1cccc(NC(=O)N2CCCC3(CCN(C(=O)c4cnccn4)CC3)C2)c1	3%
Cc1ccccc1OCC(=O)Nc1ccccc1N1CCOCC1	3%
COc1cc(OC)cc(C(=O)N[C@H](C(=O)NCCc2c[nH]c3ccccc23)C(C)C)c1	13%
CC(=O)OC(COC1C[C@@H]2CC[C@@]1(C)C2(C)C)C[N+]1(C)CCCCC1 (some centres undefined)	2%[57.5 µM]
Cn1ccc(O)c(C#N)c1=O	-8%
C=CCn1c(SCc2ccc(C(=O)NCCO)cc2)nc2sc(C)c(C)c2c1=O	-5%
COc1ccc(C2CC3(CC(C)(C)NC(SC)=N3)Oc3cc(O)cc(C)c32)cc1 (centres undefined)	4%
COc1cccc(CC(=O)NCC2(N3CCCCC3)CCCCC2)c1	0%
CC(C)Oc1ccc(C(=O)Nc2ccc(C(F)(F)F)n(C)c2=O)cc1	-7%
c1ccc(CNc2ccnc(-c3ccc4c(c3)OCO4)n2)cc1	27%
O=C1NC(=O)C(CC(=O)N(Cc2cccs2)C2(C(=O)NC3CCCCC3)CCCCC2)N1 (centres undefined)	4%
Cn1cc(S(=O)(=O)Oc2ccccc2)c(=O)n(C)c1=O	-2%
O=C(/C=C/c1ccc(Cl)cc1)NC(=S)Nc1ccc(NC(=O)c2ccco2)cc1	0%
O=C(/C=C/c1ccccc1)N1CCC[C@H]1CO	-2%
N#CCCn1c(=O)c(-c2cccc(C#N)c2)nc2cnc(Oc3ccccc3)nc21	-9%
COc1cc(NC(=S)NCCC(c2ccccc2)c2ccccc2)cc(OC)c1	16%
COCCNc1ccnc(-c2ccccc2CN(C)C)n1	10%
CCN(CC)C(=S)NC(=O)c1ccc(OC)c(Br)c1	5%
COc1ccccc1Nc1c2c(nc3ccc(N)cc13)CCCC2	-2%[57.5 µM]
CCCCN(CCCNc1ncnc2nc[nH]c12)c1ccccc1	5%
O=C(NC(CC(=O)N1CCN(c2ccc([N+](=O)[O-])cc2)CC1)c1ccccc1)c1ccccc1Cl (centres undefined)	3%
CCn1cc(/C=N/NC(=O)c2ccc3c(c2)OCO3)cn1	-1%
Cn1c(SCC(=O)N/N=C/C=C\c2ccccc2[N+](=O)[O-])nc2ccccc21	0%
O=C(/C=C/c1c(Cl)cccc1Cl)n1cccn1	-5%
COc1ccc(/C=N/OCC(=O)Nn2c(C)nc3ccccc3c2=O)cc1	6%
CCn1c2ccccc2c2cc(NC(=O)c3ccc(C)c([N+](=O)[O-])c3)ccc21	0%
Nc1c(C(=O)N/N=C/c2cccnc2)oc2nc(-c3ccco3)cc(-c3ccco3)c12	?
CNc1ccc(S(=O)(=O)NC)cc1[N+](=O)[O-]	4%
CC1=CC(C)(C)[N+](C)(C)c2ccccc21	-6%
COC(=O)c1ccc(CN2CCN(CCC(C)C)C(CCO)C2)cc1 (centres undefined)	10%
CC(C)Cn1c(=O)c2c(c3ccccc31)OC(C)C(=O)N2 (centres undefined)	4%
CCN(CC)c1ccc(C=C2C(=O)OC3(CCCCC3)OC2=O)cc1	5%
O=c1[nH]c2ccc(NC(=S)NC3CCCCC3)cc2[nH]1	-8%[57.5 µM]
COc1ncnc2c1oc1ccccc12	2%
O=C(O)c1cc(-c2ccccc2)n[nH]1	-2%
COc1ccc(OCCCn2cccc2/C=C2/C(=N)N3OC(C)=CC3=NC2=O)cc1	-6%[57.5 µM]
CCOC(=O)CSc1ccc2nnc(CCNS(=O)(=O)c3ccc(C)cc3)n2n1	-6%
C/C(CCc1ccccc1)=N\NC(=O)C1C2CCCCC21 (centres undefined)	-4%
O=C(Nc1cccc2ccccc12)OC1C=CS(=O)(=O)C1 (centres undefined)	1%
CCCCn1c(CNC(=O)C23CC4CC(CC(C4)C2)C3)nnc1SC(C)CC (centres undefined)	3%
COc1cc(C2CC(=O)OC3=C2C(=O)CC(C)(C)C3)cc(OC)c1OC (centres undefined)	-14%
COc1ccc(N/C=C\C(=O)c2ccc(C)cc2)cc1OC	0%
S=C(NCCc1ccccc1)NC1CC1	-7%
Nc1ccn([C@@H]2O[C@H](CO)[C@@H](OP(=O)(O)O)[C@H]2O)c(=O)n1	-6%
(continued)
SMILES	ERK EGF block
NS(=O)(=O)c1ccc(NC2=CC(c3ccc(F)cc3)N(c3ccc(S(N)(=O)=O)cc3)C2=O)cc1 (centres undefined)	-5%[57.5 µM]
CC(C)C(NC(=O)c1ccccc1F)C(=O)Nc1ccc2c(c1)OCO2 (centres undefined)	-5%
COc1ccc(N(CC(=O)NCCC2=CCCCC2)S(=O)(=O)c2ccc(C)cc2)cc1OC	0%
CCOC(=O)/C(C(=O)Nc1ccc(Br)cc1)=C1/NC(C)(C)Cc2ccccc21	7%
CCC(=O)Nc1c(C(=O)Nc2ccc3c(c2)OCCO3)oc2ccccc12	-11%
Cc1cccc(-n2nc([N+](=O)[O-])c(=NC3CCN(Cc4ccccc4)CC3)n2O)c1	?
CCn1c(=N)c(S(=O)(=O)c2ccc(Cl)cc2)cc2c(=O)n3ccccc3nc21	1%
COc1ccc(Cn2c(C3CCCCC3)nc3c(c(=O)c4ccccc4n3C)c2=O)cc1	?
CCCCn1c(/N=C/c2ccccc2NS(=O)(=O)c2ccc(C)cc2)nc2ccccc21	3%
CCOc1ccc(-n2ccnc2SCC(=O)Nc2cc(C)on2)cc1	-2%
O=C(CSc1nnc(-c2ccccc2F)n1C1CC1)NC(=O)c1cccc([N+](=O)[O-])c1	-1%
O=C(OCc1nnc(-c2ccccc2)o1)c1cc(Cl)ccc1[N+](=O)[O-]	-9%
Cc1ccccc1N(CC(=O)Nc1ccccc1C(=O)NCc1ccco1)S(=O)(=O)c1ccccc1	5%
CN(C)/C=C1\C(=O)N(c2ccc(F)cc2F)C(c2cccnc2)S1(=O)=O (centres undefined)	-3%[57.5 µM]
COc1ccccc1N=Nc1c(C)noc1C	-5%[57.5 µM]
COc1ccc(-c2csc(NC(=O)c3ccc(S(=O)(=O)N4CCc5ccccc5C4)cc3)n2)c(OC)c1	8%
Cc1occc1C(=O)Nc1ccc(S(N)(=O)=O)cc1	-4%
Cc1cccc(C)c1C(=O)N[C@@H](Cc1ccccc1)C(=O)O	5%[57.5 µM]
O=C(c1ccc2c(c1)N(Cc1ccccc1F)C(=O)c1ccccc1S2)N1CCOCC1	1%[57.5 µM]
O=C(O)c1cccc(NC(=O)c2ccc(S(=O)(=O)c3ccccc3)cc2)c1	-3%

Shown as a hit in ERK EGF block, of those listed so far:
SMILES	ERK EGF block
O=C(CN1C(=O)/C(=C/c2ccccc2)SC1=S)NNC(=O)c1ccccc1O	14µM*

As a short view, part of the list above:
SMILES	ERK EGF block
NC(=O)C1CC(=O)N(c2ccc(OCc3c(F)cccc3Cl)cc2)C1 (centres undefined)	8%
CN(CCC1CCOCC1)Cc1nc(Cc2ccccc2F)no1	10%
N#Cc1cccc(NC(=O)N2CCCC3(CCN(C(=O)c4cnccn4)CC3)C2)c1	3%
Cc1ccccc1OCC(=O)Nc1ccccc1N1CCOCC1	3%
COc1cc(OC)cc(C(=O)N[C@H](C(=O)NCCc2c[nH]c3ccccc23)C(C)C)c1	13%
CC(=O)OC(COC1C[C@@H]2CC[C@@]1(C)C2(C)C)C[N+]1(C)CCCCC1 (some centres undefined)	2%[57.5 µM]
Cn1ccc(O)c(C#N)c1=O	-8%
C=CCn1c(SCc2ccc(C(=O)NCCO)cc2)nc2sc(C)c(C)c2c1=O	-5%
COc1ccc(C2CC3(CC(C)(C)NC(SC)=N3)Oc3cc(O)cc(C)c32)cc1 (centres undefined)	4%
COc1cccc(CC(=O)NCC2(N3CCCCC3)CCCCC2)c1	0%
CC(C)Oc1ccc(C(=O)Nc2ccc(C(F)(F)F)n(C)c2=O)cc1	-7%
c1ccc(CNc2ccnc(-c3ccc4c(c3)OCO4)n2)cc1	27%
O=C1NC(=O)C(CC(=O)N(Cc2cccs2)C2(C(=O)NC3CCCCC3)CCCCC2)N1 (centres undefined)	4%
Cn1cc(S(=O)(=O)Oc2ccccc2)c(=O)n(C)c1=O	-2%
O=C(/C=C/c1ccc(Cl)cc1)NC(=S)Nc1ccc(NC(=O)c2ccco2)cc1	0%
O=C(/C=C/c1ccccc1)N1CCC[C@H]1CO	-2%

Next part.
SMILES	ERK EGF block
O=C(Nc1nsc(-c2ccccc2)n1)c1ccc(F)cc1	-2%
Cc1cc(C)c2c(c1)-c1c(ssc1=S)C(C)(C)N2C(=O)CN1C(=O)c2ccccc2C1=O	8%
CCC(O)CC(C(=O)NNc1ccccc1)C(=O)NNc1ccccc1 (centres undefined)	6%
COc1ccc(CN2CCN(Cc3nc4ccccc4s3)CC2CCO)c(C)c1C (centres undefined)	3%
COCCNc1nc(-c2cc(-c3ccccc3)on2)cc(C(C)C)n1	-8%[57.5 µM]
COc1ccc(C(CNC(=O)c2cc(SC)ccc2Cl)N(C)C)cc1 (centres undefined)	-14%[57.5 µM]
Cc1ccc(S(=O)(=O)N2CCN(C(C)C)CC2)cc1	3%
CCCn1c(NCc2cccc(OC)c2O)nc2ccccc21	4%
Fc1ccc(NC2=NCCCCC2)cc1	-4%
COc1ccc2nc(C)cc(SCC(=O)N3CCCCC3)c2c1	6%
CCCCNc1ccc2nsnc2c1[N+](=O)[O-]	7%
CCCNC(=O)c1ccc(C2SCC(=O)N2CCc2ccccc2)cc1 (centres undefined)	-1%
S=C(NC1CCCCCC1)NC1CCCC1	1%
C=CCNc1nnc(Sc2ncccc2[N+](=O)[O-])s1	-3%
O=C(Nc1ccon1)c1cccc(S(=O)(=O)N2CCCCC2)c1	-8%
O=C(/C=C/c1ccccc1)NC(=S)NNS(=O)(=O)c1ccccc1	8%
O=c1cc(CSc2nc(NCc3ccccc3)c3ccccc3n2)nc2ccc(Cl)cn12	-4%
Cc1cc(C)n(CC(=O)N/N=C/c2cc(Br)cc([N+](=O)[O-])c2O)n1	3%
O=c1c(Cc2ccc(Cl)cc2Cl)c(O)ccn1Cc1ccncc1	2%
CCN(CC(=O)NCc1ccc(F)cc1)CC(=O)Nc1ccc(S(=O)(=O)N2CCCC2)cc1	-5%
CC1(C(=O)Nc2cccc(S(=O)(=O)N3CCOCC3)c2)Cc2ccccc2C(=O)O1 (centres undefined)	-3%
CCCCCCCN=CC1=C(O)CC(c2ccccc2)CC1=O (centres undefined)	-7%
CC(=O)c1c(Nc2ccccc2)sc(C(=O)c2ccccc2)c1C	-1%
CCN(CC)S(=O)(=O)c1cccc(C(=O)N/N=C/c2ccccc2OCC(=O)O)c1	12%
S=c1[nH]nc(CCc2ccccc2)n1-c1ccc(Cl)cc1	-6%
CC(C)(C)Nc1nc2ccc([N+](=O)[O-])cc2o1	0%[57.5 µM]
CC#CCN1c2ccccc2[C@]23C[C@@H](C(=O)OC)N(C(=O)OCC)C2=NC(C(=O)OC)=C(C(=O)OC)[C@H]13	9%[57.5 µM]
Cc1ccc(-n2nc3c(Cl)nnc(C)c3c2C)cc1	-1%
CC(C)(CCl)C(=O)Nc1ccc(OC(F)(F)F)cc1	2%
COc1ccc(N2CCN(C(=O)c3ccc(Cl)c(S(=O)(=O)N4CCCC4)c3)CC2)cc1	-3%
CC(C)(C)c1ccc(C(=O)Nc2ccccc2Cl)cc1	4%
O=C(O)CCS(=O)(=O)c1ccc(-c2ccccc2)cc1	-4%
CN(CCO)S(=O)(=O)c1ccc2c(c1)C(=NNC(N)=O)c1cc(S(=O)(=O)N(C)CCO)ccc1-2	10%[57.5 µM]
CC1CCN(C(=O)Cn2c(=O)n(-c3ccc(F)cc3)c(=O)c3sccc32)CC1	4%
O=C(Nc1ccccc1)C1CCCN(C(=O)c2ccc(Cl)cc2)C1 (centres undefined)	0%
CCN(CC)C(=O)CSc1nc2c(sc(=S)n2-c2ccccc2)c(=O)[nH]1	-6%
O=C(NNC(=S)Nc1ccc(F)c(Cl)c1)c1ccccc1Br	-4%
O=[N+]([O-])c1ccn(-c2nc(-c3ccccc3)cc(C(F)(F)F)n2)n1	10%
CN1C(=O)/C(=C/c2ccc3c(c2)OCO3)N=C1c1ccccc1	3%
COc1ccc(CN(Cc2cc3cccc(C)c3n3nnnc23)C(=O)N2CCOCC2)cc1	-18%
Cc1ccc(-c2nnc(SCC(=O)CC(=O)Nc3ccccc3)n2C)cc1	3%

Some of the compounds tested; rates above refer to the full screens.
